JMJD2A Tudor: JMJD2A Tudor domain (human) inhibition | O75164 | AlphaScreen JMJD2A-Tudor / H3K4me3 peptide binding | Potency, µM (titrated, usually from 114 µM), inactives show top-dose activity change, negative = inhibition, actives largely listed as inhibitors | actives 4.4% (n = 390,000); also: % is scaled to controls: 0 for no effect and ±100 for the full control effect; nearly all actives have a fitted effect of over 50% in size
POLK inh: blocks human DNA polymerase kappa activity; actives 0.53% (n = 400,000); Q9UBT6; Potency, µM (series often up to 107 µM), inactives show at the top dose activity, negative = inhibition, actives largely listed as inhibitors; purified Pol kappa, fluorescent DNA synthesis assay, 10 min; also: % is scaled to controls: 0 for no effect and ±100 for the full control effect
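50 nM final substrate added after 15 min RT preincubation of 10 nM Pol kappa with compound; fluorescence read at 0 and 10 min.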
BLM inh: inhibitors of human Bloom syndrome helicase BLM; recombinant BLM DNA unwinding, fluorescence dequenching; Potency, µM (series often up to 56.1 µM), inactives show at the top dose activity change, negative = inhibition, hits mostly inhibitors; actives 0.2% (n = 350,000); AID 2528; P54132;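 also: plate controls were vehicle for no effect and no enzyme for full effect; nearly all actives have a fitted effect of over 35% in size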
BAZ2B inh: inhibitors of human BAZ2B bromodomain | Q9UIF8 | AlphaScreen BAZ2B-H3K14Ac peptide displacement | Potency, µM (highest dose often 114 µM), for the others: at the highest dose activity change, negative = inhibition, hits mostly inhibitors | actives 4.4% (n = 360,000) | AID 504333; also: % is scaled to controls: 0 for no effect and ±100 for the full control effect; nearly all actives have a fitted effect of over 60% in size
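Multi-concentration screen (max 110 uM) measuring displacement of acetylated histone H3 peptide from BAZ2B by AlphaScreen, using 50 nM protein, 50 nM peptide and 10 ug/mL streptavidin donor plus Ni-chelate acceptor beads.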
Pol iota inh: inhibitors of human DNA polymerase iota; Pol iota fluorescent replication assay, 10 min; Q9UNA4; actives 1% (n = 390,000); AID 588590; Potency, µM (titrated, usually from 115 µM), for inactives: top-dose activity, negative = inhibition, actives largely listed as inhibitors
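Fluorescent replication assay read twice, at 0 min and 10 min after adding 50 nM (final) substrate. Enzyme (10 nM) and compounds were first incubated 15 min at room temperature; enzyme-free buffer wells were negative controls.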
APEX1 inh: inhibitors of human APE1 endonuclease | P27695 | AID 2517 | recombinant APE1, TAMRA/BHQ-2 abasic DNA cleavage fluorescence | Potency, µM (highest dose often 65.8 µM), inactives show top-dose activity change, negative = inhibition, usual class: inhibitors | actives 0.35% (n = 350,000);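 also: plate controls were vehicle for no effect and reference inhibitor for full effect; nearly all actives have a fitted effect of over 55% in size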
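APE1 at 0.75 nM preincubated 15 min at room temperature with compound. Reaction then started with 50 nM double-stranded THF-abasic substrate labelled with TAMRA/BHQ-2, and 525/598 nm fluorescence read kinetically. Activity taken as third-minus-first read difference, normalized to DMSO and NSC13755 controls.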
G9a block: inhibitors of human histone lysine methyltransferase G9a | Q96KQ7 | G9a H3K9 monomethylation, AlphaScreen, 2 h | Potency, µM (series often up to 102 µM), without a hit: top-dose activity, negative = inhibition, most hits filed as inhibitors | actives 8.8% (n = 350,000) | AID 504332; also: % is scaled to controls: 0 for no effect and ±100 for the full control effect; nearly all actives have a fitted effect of over 75% in size
Target sequence (Q96KQ7 913-1193 limits assumed): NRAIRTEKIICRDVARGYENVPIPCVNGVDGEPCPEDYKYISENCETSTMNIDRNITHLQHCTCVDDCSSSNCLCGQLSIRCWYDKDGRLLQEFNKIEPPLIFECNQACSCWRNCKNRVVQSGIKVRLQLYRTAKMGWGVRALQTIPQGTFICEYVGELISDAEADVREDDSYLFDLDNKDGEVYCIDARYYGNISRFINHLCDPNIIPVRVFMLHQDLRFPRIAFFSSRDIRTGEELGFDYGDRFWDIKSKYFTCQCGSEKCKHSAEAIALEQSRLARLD
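Quantitative HTS format: methyltransferase activity on a biotin-tagged H3K9 peptide is measured by AlphaScreen, using a rabbit anti-monomethyl-H3K9 antibody with streptavidin donor and anti-IgG acceptor beads. Final levels are 20 nM enzyme, 500 nM peptide, 20 uM SAM; 2 h RT.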
Pol eta inh: DNA polymerase eta (human) inhibition. Q9Y253. recombinant Pol eta, fluorescent DNA replication assay. Potency, µM (doses to about 114 µM), for the others: at the top dose activity change, negative = inhibition, actives largely listed as inhibitors. actives 1.2% (n = 390,000); also: % is scaled to controls: 0 for no effect and ±100 for the full control effect
Target sequence (Q9Y253 whole entry, looked up): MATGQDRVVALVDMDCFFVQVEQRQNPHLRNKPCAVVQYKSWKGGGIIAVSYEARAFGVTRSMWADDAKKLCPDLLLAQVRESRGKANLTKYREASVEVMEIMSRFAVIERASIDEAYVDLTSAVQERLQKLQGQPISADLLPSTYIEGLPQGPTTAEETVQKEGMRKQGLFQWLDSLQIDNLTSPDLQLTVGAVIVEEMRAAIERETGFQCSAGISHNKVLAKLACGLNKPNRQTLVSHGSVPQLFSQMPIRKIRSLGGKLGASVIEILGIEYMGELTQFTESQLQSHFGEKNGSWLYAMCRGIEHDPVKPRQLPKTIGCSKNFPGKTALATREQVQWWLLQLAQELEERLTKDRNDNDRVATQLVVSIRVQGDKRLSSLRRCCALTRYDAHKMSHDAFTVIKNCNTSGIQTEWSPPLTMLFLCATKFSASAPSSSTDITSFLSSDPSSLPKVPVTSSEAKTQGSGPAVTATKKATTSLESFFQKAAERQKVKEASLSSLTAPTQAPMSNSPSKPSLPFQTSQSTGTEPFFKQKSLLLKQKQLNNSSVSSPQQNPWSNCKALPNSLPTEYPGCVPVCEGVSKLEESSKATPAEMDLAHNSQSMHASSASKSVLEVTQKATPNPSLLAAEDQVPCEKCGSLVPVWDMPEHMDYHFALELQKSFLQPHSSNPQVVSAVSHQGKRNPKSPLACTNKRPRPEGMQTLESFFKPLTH
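Pol eta (10 nM) was preincubated with compounds for 15 min at room temperature, after which fluorescent replication substrate (50 nM final) was added to start the reaction. Fluorescence was read kinetically at 0 and 10 min.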
Pol beta inh: DNA polymerase beta (human) inhibition; P06746; Pol beta primer extension/strand displacement, fluorescence kinetic; Potency, µM (titrated, usually from 114 µM), inactives show at the highest dose activity change, negative = inhibition, usual class: inhibitors; actives 1.3% (n = 340,000); also: % is scaled to controls: 0 for no effect and ±100 for the full control effect
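Homogeneous kinetic assay of primer extension and strand displacement by 10 nM Pol beta, preincubated 15 min at room temperature with compound before 50 nM substrate (final) was added. Read at 0 and 10 min; four-parameter Hill fit.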
An asterisk follows results filed as active; ? = inconclusive; . = not tested or not shown; & = joins results of further samples; ! = not active in a repeat; [ ] = dose if it differs, or a comment. Calls follow the shape of the dose curve; as a rule, active = well fitted curve in the direction sought with a large enough effect; inconclusive = small, poorly fitted or top-dose-only effect, or another doubt; inactive = no such curve, though single readings can be large; an effect the other way counts as inactive or inconclusive. Potency is read from the fitted curve at half-maximal effect. A portion of the library; rates above refer to the full screens.

SMILES	JMJD2A Tudor	POLK inh	BLM inh	BAZ2B inh	Pol iota inh	APEX1 inh	G9a block	Pol eta inh	Pol beta inh
COc1ccc(C(=O)NCC(c2ccco2)N(C)C)cc1S(=O)(=O)NCc1ccc(Cl)cc1 (stereo not given)	-23%	-4%	.	-9%	-3%	2%	13%[12.7 µM]	1%	.
CC(=O)c1ccccc1OCc1ccc(S(=O)(=O)Cc2ccccc2)cc1	6%	-10%	-11%	4%	3%	14%	19%	-16%	-2%
Cc1ccc(NC(=O)COC(=O)c2cccnc2Cl)cc1S(=O)(=O)N1CCCCC1	-20%	-14%	-9%	-23%	168%[activator]	0%	-43%	-19%	8%
COc1ccc(C(=O)C(CCC(CNC(C)(C)C)C(=O)c2ccc(OC)cc2)CNC(C)(C)C)cc1 (stereo not given)	-13%	-14%	48%[activator]	-1%	5%	3%	-28%	?	30%
CCn1c(SCC(=O)NC2CCCCC2)nnc1-c1ccco1	-11%	?	-7%	6%	132%[activator]	4%	9%	-13%	-22%
CCOCCc1nn2c(=O)cc(COC(=O)c3ccccc3NC(=O)c3ccccc3F)nc2s1	9%	0%[60.1 µM]	-2%	0%	-16%	.	-4%[12.7 µM]	-5%	1%
CCC(CO)Nc1ncnc2c1cnn2-c1ccc(C)cc1 (stereo not given)	-15%	-1%[60.1 µM]	1%	10%	27%	.	13%[59 µM]	-4%	3%
Cc1ccc2nc(CSc3nnc(NC(=O)CC(C)C)s3)cc(=O)n2c1	6%	-1%[60.1 µM]	3%	6%	28%	.	6%[59 µM]	-17%	1%
CC1(c2cccc(Br)c2)NC(=O)N(CC(=O)NC2CCCCC2)C1=O (stereo not given)	1%	13%	.	7%	5%	22%	?	-13%	.
CC(=O)Nc1ccc2c(c1)ncn2-c1ccccc1	-12%	-9%	4%	-9%	-22%	-2%	?	-5%	1%
CCOc1ccc(S(=O)(=O)NCCOC)cc1C	-12%	-6%	-1%	-9%	24%	?	?	-18%	49%
Cc1cccc(NC(=O)CSc2nc3ccccc3c(=O)n2C)c1	-12%	1%	-3%	?	59%[activator]	-14%	.	-21%	11%
CCCCCn1c(=O)[nH]c2cc(C(=O)NCCN(CC)CC)ccc2c1=O	-12%[57.1 µM]	-7%	-7%	8%	17%	-2%	17%[2.33 µM]	-8%	-1%
CCCCn1c(O)c(/C=C/C=C/C=Nc2ccccc2)sc1=S	?	?	-25%	6.3µM*	1%	-5%	2.8µM*	-28%	?
CC(=O)Nc1ccc(S(=O)(=O)NC2(C(F)(F)F)NC(=O)N(c3ccccc3F)C2=O)cc1 (stereo not given)	4%&-16%	8%&-3%	0%&0%	-5%&-38%	-5%&11%	2%	-4%[59 µM]	1%&-24%	41%&-14%
O=C1N[C@H](Cc2ccccc2)COC(=O)[C@@H](Cc2ccc(F)cc2)CC/C=C/C[C@H]1CC(=O)N(CCO)Cc1ccccc1	-16%	-4%	.	.	21%	-23%	.	-19%	.
COc1ccc(-c2nc(-c3cccs3)no2)cc1	34%	-13%	-3%	60%[activator]	-17%	2%	.	0%	-1%
CC1=C(CC(=O)O)c2cc(F)ccc2/C1=C/c1ccc(S(C)=O)cc1 (stereo not given)	-17%	-20%	-4%	-16%	61%[activator]	36%	50µM*	-2%	51%
COc1cc2[nH]c(=O)c(C(=O)NCCCN3CCOCC3)c(O)c2cc1OC	-14%[11.4 µM]	-11%	-7%	-10%	20%	-1%	.	-3%	4%
O=C(CCNC(=O)c1ccc([N+](=O)[O-])cc1)Oc1ccc(F)c(F)c1	-19%	?	.	.	10%	12%	.	5%	.
COC(=O)c1cc(NC(=O)Cc2coc3cc(OC)ccc23)cc(C(=O)OC)c1	-16%	-4%	-10%	12%	-9%	-6%	13%[59 µM]	-13%	-2%
NC(=O)c1nc(C2CCCCC2)nc2c1[nH]c(=O)n2-c1ccc(F)cc1	-9%	-6%	-3%	-2%	47%[activator]	-3%	?	-14%	-1%
O=C(c1cc(C(F)(F)F)cc(C(F)(F)F)c1)N1CCC2(CC1)CN(c1ccccn1)C2	.	?	-12%	.	.	-2%	7%[12.7 µM]	.	.
Cc1cccc(C)c1NC(=O)COC(=O)c1ccc2c(c1)OCO2	-3%	6%	-2%	-10%	4%	-6%	0%	-11%	13%
CCOC(=O)c1[nH]cnc1C(=O)Nc1cccc(OC)c1	?	8%	0%&-3%	?	30%&22%[activator]	1%	28µM*!	12%&-4%	8%&-13%
The list goes on.
SMILES	JMJD2A Tudor	POLK inh	BLM inh	BAZ2B inh	Pol iota inh	APEX1 inh	G9a block	Pol eta inh	Pol beta inh
N#CCCN(C(=O)COC(=O)c1ccc2c(c1)OCO2)c1ccccc1	-7%	14%	.	9%	-6%	14%	8%[2.33 µM]	-13%	.
CCOc1ccc(-c2ccc(NS(=O)(=O)c3cc(C)ccc3OC)cc2)nn1	-30%	1%[60.1 µM]	-6%	-12%	7%	.	-25%[59 µM]	-9%	1%
CCOC(=O)C1=C(N)OC2=C(C(=O)CCC2)C1c1sccc1C (stereo not given)	-8%	-6%	1%	-10%	-7%	-2%	26%[59 µM]	-19%	7%
CCCCc1nnc(NC(=O)C(=O)OCC)s1	-5%	-2%	-2%	-27%	1%	0%	?	-10%	26%
Clc1cc2c(c(CSc3nc4ccccc4n4cccc34)c1)OCOC2	0%	6%	-3%	-9%	15%	-2%	45µM*	-15%	16%
N#CCCN(C(=O)CSc1ncccn1)c1ccc2c(c1)OCCO2	2%	-11%	.	-6%	19%	?	-12%[12.7 µM]	-17%	.
O=C(COC(=O)CNC(=O)c1cccc(OC(F)F)c1)NNC(=O)c1ccccc1	0%	-23%	.	11%	17%	5%	10%[59 µM]	-7%	.
O=C(NC(=S)Nc1ccccc1N1CCCC1)c1ccco1	?	-12%	1%	40µM*	118%[activator]	-4%	.	-9%	8%
CCOc1ccc(/C=N/NC(=O)c2c(C)n(C)c3ccc(OC)cc23)cc1	-13%	-2%	-2%	-2%	21%	2%	-7%	0%	21%
Cc1noc(NS(=O)(=O)c2ccc(NC(=O)c3ccc(OC(C)C)cc3)cc2)c1C	-22%	-7%	0%	-21%	62%[activator]	-1%	-4%	-7%	-10%
O=C(CCCCCn1c(SCC(=O)c2ccccc2)nc2ccccc2c1=O)NCc1ccco1	-2%	-13%	-4%	0%	?	-2%	3%	17%	-4%
O=C(COC(=O)c1ccccc1NC(=O)c1ccco1)NC1CCS(=O)(=O)C1 (stereo not given)	-10%	-18%	1%	-6%	68%[activator]	-4%	-29%	-11%	-7%
O=C(c1ccccc1)c1ccccn1	-6%	11%	-3%	-1%	-3%	-10%	11%	-14%	0%
COc1ccccc1OCCCCn1c(C(C)O)nc2ccccc21 (stereo not given)	-18%	-2%	-1%	-16%	21%	-12%	-11%	-3%	?
Cc1cc(C)c2nncn2n1	9%	-1%	3%	-7%	2%	4%	.	-9%	2%
CC1CCCCN1CCCn1c(=S)[nH]c2ccccc2c1=O (stereo not given)	?	-4%	-3%	5%	13%	-2%	?	-10%	-12%
Cc1ccc(C(=O)Nn2cnc3ccccc3c2=O)cc1C	-9%	-8%	0%	-11%	15%	47%[activator]	-3%	6%	13%
COc1ccc(NC(=O)C2CC(=O)N(Cc3ccco3)C2)cc1Cl (stereo not given)	-10%	-1%	.	3%	7%	-9%	2%[12.7 µM]	-8%	.
CN(C)S(=O)(=O)Oc1cccc(C(=O)Nc2ccc([N+](=O)[O-])cc2)c1	-21%	-8%	-8%	-27%	80%[activator]	6%	-7%	-11%	4%
O=C(NC(=S)NCC1CCCO1)c1ccc(Cl)cc1 (stereo not given)	-5%	-2%	-4%	7%	-3%	-1%	19%[59 µM]	-23%	0%
COc1ccc(N2CC(C(=O)Nc3ccc(S(=O)(=O)N4CCCCC4)cc3)CC2=O)cc1 (stereo not given)	-19%	-14%	-4%	-22%	9%	-11%	.	-9%	27%
Cc1ccc(C)c(-n2nnnc2SCC(=O)NCC2CCCO2)c1 (stereo not given)	8%	7%	.	13%	-9%	-11%	9%[59 µM]	-6%	.
COC(=O)CN(c1cccc(OC)c1)S(C)(=O)=O	-6%	-12%	-4%	9%	9%	-7%	4%	-7%	17%
O=C(CCc1nnc(-c2ccc3c(c2)OCO3)o1)N1CCC(c2ccc(F)cc2)C1 (stereo not given)	-13%	14%	-2%	3%	29%	-4%	-4%	-9%	1%
O=C(Cc1ccccc1)Nc1sc2c(c1C(=O)Nc1ccc(Br)cc1)CCC2	-17%	-10%	-6%	2%	16%	.	12%[59 µM]	-4%	-3%
O=C1CCc2cc(NS(=O)(=O)c3ccccc3)cc3c2N1CCC3	-7%	-16%	.	28%	7%	11%	?	6%	.
COc1ccc(-n2c(=O)c3c4c(sc3n3c(=S)[nH]nc23)COC(C(C)C)C4)cc1 (stereo not given)	?	-5%	-1%	-5%	-26%	-1%	8.9µM*	-10%	-12%
COc1nn(-c2ccccc2)c(=O)c(Cl)c1Cl	-12%	1%	-1%	-5%	46%[activator]	1%	30%	4%	0%
Cc1c(NC(=O)CC(C)C)c(=O)n(-c2ccccc2)n1C	-1%	-4%	2%	-6%	196%[activator]	20%	11%[59 µM]	-20%	40%
Cc1cnc(NC(=O)C2COc3ccccc3O2)s1 (stereo not given)	?	?	-7%	?	?	-5%	35µM*	?	50µM*

In a second layout: 4 of the compounds above.
Compound | JMJD2A Tudor | POLK inh | BLM inh | BAZ2B inh | Pol iota inh | APEX1 inh | G9a block | Pol eta inh | Pol beta inh
Cc1noc(NS(=O)(=O)c2ccc(NC(=O)c3ccc(OC(C)C)cc3)cc2)c1C | -22% | -7% | 0% | -21% | 62%[activator] | -1% | -4% | -7% | -10%
O=C(CCCCCn1c(SCC(=O)c2ccccc2)nc2ccccc2c1=O)NCc1ccco1 | -2% | -13% | -4% | 0% | ? | -2% | 3% | 17% | -4%
O=C(COC(=O)c1ccccc1NC(=O)c1ccco1)NC1CCS(=O)(=O)C1 (stereo not given) | -10% | -18% | 1% | -6% | 68%[activator] | -4% | -29% | -11% | -7%
O=C(c1ccccc1)c1ccccn1 | -6% | 11% | -3% | -1% | -3% | -10% | 11% | -14% | 0%
